Rab9 prom act: qHTS Assay for Rab9 Promoter Activators. Potency, µM (highest dose often 9.22 µM), without a hit: top-dose activation, negative = inhibition, actives largely listed as activators. Huh7 Rab9 promoter-luciferase reporter, luminescence, 24 h. actives 2.8% (n = 320,000). AID 485297, 2010; further: % of control where 0% means no effect; nearly all actives have a fitted effect of over 60% in size
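Huh7 cells stably carrying a Rab9 promoter-luciferase reporter, 1500 cells per well in OP-MEM I with 10% FBS, treated with compound 24 hours at 37C. Luciferase activity read by luminescence after 10 minutes with Amplite reagent.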
MLL CXXC-DNA inh: qHTS Fluorescence Polarization Assay for Inhibitors of MLL CXXC domain - DNA interaction; Potency, µM (series often up to 115 µM), without a hit: at the highest dose activity change, negative = inhibition, usual class: inhibitors; MLL-CXXC / FITC-HOXA9 DNA fluorescence polarization; actives 0.037% (n = 290,000); active means well fitted inhibition curve with a large enough effect in the polarisation, with a control signal flat, not every such curve was filed as active; inconclusive means small, poorly fitted or top-dose-only effect, or effect the other way, or a change in a side signal; inactive means no such curve, though single readings can be large or run the other way; the % refers to the polarisation
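Steps: dispense CXXC domain solution (7 uM) → pin compounds or unlabeled HOX-A9 DNA control → 5 min ambient → add FLSN-HOX-A9 solution (50 nM) → spin → 30 min ambient → fluorescence polarization. Tris pH 7.5/NaCl/DTT/BSA buffer.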
ELG1 genotoxic: qHTS screen for small molecules that induce genotoxicity in human embryonic kidney (HEK293T) cells expressing luciferase-tagged ELG1 | actives 1.3% (n = 330,000) | HEK293T ELG1-luciferase reporter, luminescence, 16 h | Potency, µM (series often up to 46 µM), for the others: at the highest dose activity change, positive = activation, usual class: activators; further: % of control where 0% means no effect; nearly all actives have a fitted effect of over 60% in size
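After overnight (16 hr) compound treatment at 37 °C, ELG1-luciferase HEK293T cells were lysed with ONE-Glo; luminescence quantified 30 min later at room temperature.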
NPC1 prom act: qHTS Assay for NPC1 Promoter Activators | Huh7 NPC1 promoter luciferase reporter, 24 h | Potency, µM (highest dose often 9.22 µM), for the others: at the top dose activation, hits mostly activators | actives 2.4% (n = 320,000) | AID 485313, 2010;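 further: % of control where 0% means no effect; nearly all actives have a fitted effect of over 60% in size; reporter is driven by a mutant NPC1 promoter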
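Luciferase expression driven by the NPC1 promoter was measured in stably transfected Huh7 cells after a 24 h compound incubation, using a luciferase reagent and a luminescence read.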
BRCA1 expr act: qHTS Assay to Identify Small Molecule Activators of BRCA1 Expression. MCF7-BRCA1-FFLuc reporter, luminescence, 48 h; response scale: scaled: vehicle 0%, 10 µM genistein 100%. AID 624202, 2012. Potency, µM (doses to about 46.1 µM), without a hit: at the highest dose activation, hits mostly activators. actives 1.1% (n = 380,000); further: nearly all actives have a fitted effect of over 80% in size; some results filed as inactive show a strong effect at the top dose
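MCF7-BRCA1-FFLuc, 2000 cells/well; 2 h attach, 37 °C/5% CO2; compound 48 h; luciferase substrate 15 min; luminescence end-point. Norm. to genistein 10 microM max activation and DMSO; concentration-response curves fitted.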
uPA surface inh: qHTS for Inhibitors of Cell Surface uPA Generation | cell surface uPA generation assay, qHTS | Potency, µM (highest dose often 38.3 µM), without a hit: top-dose activity change, negative = inhibition, most hits filed as inhibitors | actives 0.31% (n = 330,000); active means well fitted inhibition curve with a large enough effect; inconclusive means small, poorly fitted or top-dose-only effect; inactive means no such curve, though single readings can be large or run the other way; tested in mouse RAW 264.7 cells; further: on the % scale 0 is the no-effect control and ±100 the full control effect; nearly all actives have a fitted effect of over 55% in size
Gal4-VP16 FLuc: VP16 counterscreen qHTS for inhibitors of ROR gamma transcriptional activity; Potency, µM (highest dose often 53.6 µM), without a hit: top-dose activity, negative = inhibition, most hits filed as inhibitors; Drosophila S2 Gal4-VP16 UAS-luciferase, luminescence, 20 h; AID 2546, 2010; actives 3.5% (n = 310,000);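 further: Gal4-VP16 expression switched on by copper sulfate through the metallothionein promoter; on the % scale 0 is the no-effect control and ±100 the full control effect; nearly all actives have a fitted effect of over 50% in size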
RORgamma inh: qHTS for inhibitors of ROR gamma transcriptional activity; Drosophila S2 Gal4-RORgamma UAS-luciferase reporter, 20 h; Potency, µM (series often up to 53.6 µM), for the others: top-dose activity change, negative = inhibition, most hits filed as inhibitors; actives 5.4% (n = 310,000); AID 2551, 2010; further: on the % scale 0 is the no-effect control and ±100 the full control effect; nearly all actives have a fitted effect of over 60% in size
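Stably transfected Drosophila Schneider cells are the test system, with ROR gamma fused to Gal4 and luciferase under UAS control; luminescence is read after 20 hr of 700 uM copper sulfate induction at ambient temperature.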
MBNL1 CUG block: qHTS Assay for Inhibitors of MBNL1-poly(CUG) RNA binding | Muscleblind-like protein 1 (Homo sapiens), Q9NR56 | TR-FRET MBNL1-His/biotin-(CUG)12 binding, 665/545 ratio | Potency, µM (doses to about 57.5 µM), for inactives: at the highest dose activity change, negative = inhibition, hits mostly inhibitors | actives 0.036% (n = 280,000); active means well fitted inhibition curve with a large enough effect in the signal ratio, with a control signal flat, not every such curve was filed as active; inconclusive means small, poorly fitted or top-dose-only effect, or effect the other way, or a change in a side signal; inactive means no such curve, though single readings can be large or run the other way; the % refers to the signal ratio; further: on the % scale 0 is the no-effect control and ±100 the full control effect
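Ratiometric TR-FRET (665 over 545 nm, excitation 340 nm) tracks disruption of MBNL1-His/biotin-(CUG)12 complex after 60 min at room temperature, with compounds at 92 nM to 58 uM final.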
p53 reactivator: qHTS assay for re-activators of p53 using a Luc reporter | Potency, µM (top dose mostly 92.2 µM), for the others: at the top dose activity change, positive = activation, actives largely listed as activators | H1299 p53-A138V BP100-luciferase reporter, luminescence, 24 h | AID 504706, 2011 | actives 0.063% (n = 320,000); further: % of control where 0% means no effect; nearly all actives have a fitted effect of over 45% in size
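H1299 (p53-null), stable ts p53-A138V + BP100-Luc; 1000 cells/well, Opti-MEM/10% FBS; cpd 4 pt, 1:5; 24 h, 37 deg C, 5% CO2; detection reagent 10 min RT; luminescence.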
FLuc modulator: qHTS profiling assay for firefly luciferase inhibitor/activator using purifed enzyme and Km concentrations of substrates (counterscreen for miR-21 project) | Luciferin 4-monooxygenase (Photinus pyralis), P08659 | purified FLuc, Km substrates, luminescence inhibition | Potency, µM (doses to about 57.5 µM), for inactives: at the top dose activity change, negative = inhibition, usual class: inhibitors | actives 6.9% (n = 360,000) | AID 588342, 2011;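 further: plate controls were vehicle for no effect and reference inhibitor for full effect; nearly all actives have a fitted effect of over 55% in size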
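Biochemical qHTS of compounds, final roughly 60 µM downward over six points, against 10 nM purified firefly luciferase using Km concentrations of substrates (10 uM D-luciferin, 10 uM ATP) in Tris acetate pH 7.5 buffer; luminescence output.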
* = called active by the depositor; ? = inconclusive; nt = not tested or not shown. Unless noted, the call rests on the fitted dose curve; in most records, active means well fitted curve in the direction sought with a large enough effect; inconclusive means small, poorly fitted or top-dose-only effect, or another doubt; inactive means no such curve, though single readings can be large; an effect the other way counts as inactive or inconclusive. Potency means the concentration at half of the fitted maximal effect.

item	molecule	Rab9 prom act	MLL CXXC-DNA inh	ELG1 genotoxic	NPC1 prom act	BRCA1 expr act	uPA surface inh	Gal4-VP16 FLuc	RORgamma inh	MBNL1 CUG block	p53 reactivator	FLuc modulator
1	O=C(Cc1ccc(Cl)cc1)N1CCC2(CC1)NCCc1[nH]cnc12	4%	6%	-1%	12%	19%	15%	-6%	1%	-1%	11%	1%
2	COc1ccc(NC(=O)c2cccc(C#N)c2)cc1NS(=O)(=O)c1ccc(F)cc1	-9%	2%	-4%	3%	-27%	2%	-22%	5%	nt	-16%	3%
3	COc1ccc(CC(=O)NC(=S)Nc2ccc(S(=O)(=O)NC(C)(C)C)cc2)cc1	0%	22%	-7%	0%	-20%	2%	-6%	13µM*	13%	-3%	-2%
4	Cc1cc(F)ccc1NC(=O)CCCN(C)S(=O)(=O)c1ccc(F)cc1	-2%	-5%	-9%	-1%	-9%	-1%	-6%	2%	-4%	-2%	0%
5	Cc1sc2nc(CSC(C)C(=O)Nc3cc(S(C)(=O)=O)ccc3Cl)[nH]c(=O)c2c1C (configuration not stated)	-4%	nt	0%	-2%	-15%	-1%	nt	nt	nt	4%	4%
6	CC(C)(C)C1CCC(=O)N(CCSc2ccccc2)CC1 (configuration not stated)	3.2µM*	4%	?	2.5µM*	3.5µM*	-9%	-12%	28%	5%	?	7.6µM*
7	Cc1ccsc1C1C2=C(CC(C)(C)CC2=O)Nc2ncnn21 (configuration not stated)	0%	13%	0%	2%	32%	3%	5%	?	-7%	5%	2%
8	CC1Cc2ccccc2N1c1ncnc2c1nnn2Cc1ccccc1 (configuration not stated)	7%	-11%	-4%	0%	0%	nt	-12%	-4%	1%	-1%	-4%
9	COCCn1c(=S)[nH]c2cc(C(=O)N3CCC(C(N)=O)(N4CCCCC4)CC3)ccc2c1=O	6%	-9%	5%	0%	1%	nt	0%	-15%	-2%	5%	0%
10	COc1cccc(NC(=O)CN(C)C(=O)c2cc3c(s2)CCC3)c1	-4%	nt	?	2%	-36%	3%	nt	nt	nt	7%	-26%
11	CCCOc1ccc(/C=N/NC(=O)c2ccc(Cn3cc([N+](=O)[O-])cn3)o2)cc1	?	3%	?	23%	2%	-1%	-3%	-1%	-4%	9%	2.4µM*
12	O=C(O)c1cccc2[nH]c(C(F)(F)F)nc12	-4%	-6%	0%	2%	6%	-4%	-4%	-5%	4%	17%	0%
13	CCOc1ccc(C2CC(=O)c3c([nH]c(C(=O)OC)c3C)C2)cc1OC (configuration not stated)	nt	-3%	nt	nt	-28%	-4%	-12%	29%	0%	nt	13%
14	Cc1cc(=O)oc(C)c1C(=O)NCCN(C)Cc1ccccc1	16%	0%	2%	-1%	40%	-6%	1%	-2%	0%	4%	3%
15	CCOc1cc(S(=O)(=O)NCc2ccco2)c(OCC)cc1-n1cnnn1	0%	0%	3%	1%	9%	5%	3%	-4%	0%	19%	7%
16	Cc1cc(C)cc(OCC(=O)OCC(=O)Nc2ccc(Cl)cn2)c1	1%	2%	1%	0%	5%	4%	-2%	-6%	-7%	4%	-2%
17	Cc1c(C(=O)NCCc2ccc(Cl)cc2)sc2nc3n(c(=O)c12)CCC3	13%	10%	1%	13%	?	8%	-9%	-13%	7%	?	?
18	CCN1CCN(c2nc(Nc3cccc(F)c3)nc(N)c2[N+](=O)[O-])CC1	-12%	0%	3%	-3%	-2%	-8%	-8%	25%	nt	-4%	-2%
19	Cc1cc(NC(=O)CSc2c(C)[nH]c3ccccc23)no1	-9%	-1%	18%	0%	-7%	0%	8%	?	0%	-6%	-2%
20	CCOC(=O)c1ccc(NC(=O)CN(C)S(=O)(=O)c2ccc(Br)s2)cc1	-8%	0%	0%	1%	-1%	2%	-5%	?	8%	-5%	?
21	CC(=O)Nc1ccc(C2(c3ccc(NC(C)=O)cc3)C(=O)Nc3ccccc32)cc1	-8%	4%	1%	-10%	1%	2%	-4%	3%	-4%	-2%	5%
22	COc1ccc(NC(=O)CO/N=C2\CCCc3nonc32)cc1	-5%	5%	1%	1%	-28%	2%	-8%	19%	-12%	2%	0%
23	CCOc1ccc(S(=O)(=O)N2CCCCC2)cc1NC(=O)C1CCC1	-5%	nt	0%	1%	-9%	-4%	nt	nt	nt	-5%	-3%
24	O=C(Cn1nc(Cc2cccnc2)c2ccccc2c1=O)Nc1cccnc1Cl	2%	-9%	5%	-3%	-40%	-9%	-1%	18%	-6%	-6%	-4%
25	COc1cc(/C=C2\C(=N)N3N=C(C)SC3=NC2=O)cc(Cl)c1OCCOc1ccc(NC(C)=O)cc1	-1%	-8%	-1%	-1%	-6%	5%	9%	-23%	5%	-4%	-2%
26	CCN1C(=O)/C(=C\N(C)C)S/C1=N\S(=O)(=O)c1ccccc1	1%	-5%	5%	-4%	-18%	1%	1%	2%	11%	1%	0%
27	O=C(c1cc2cc(Br)ccc2o1)N1CCN(c2ccccc2)CC1	-1%	13%	?	-1%	-22%	8%	28%	26%	2%	26%	19µM*
28	CCOC(=O)CSc1nc2c(c(=O)n1-c1ccc(OCC)cc1)SCC2	1%	10%	8%	-4%	12%	0%	9%	-1%	7%	-3%	-1%
29	CC(C)(C)CN1CCNC(=O)C1CC(=O)NCCc1cnn(-c2ccccc2)c1 (configuration not stated)	-12%	1%	-1%	-1%	22%	0%	-9%	32%	18%	2%	-7%
30	CCCCC(=O)Nc1cc(OCC)c(NC(=O)c2ccccc2[N+](=O)[O-])cc1OCC	-9%	-16%	7%	-1%	-26%	3%	-3%	-3%	11%	-3%	-4%
31	CC(OC(=O)c1cccs1)C(=O)NCC1CCCO1 (configuration not stated)	-2%	8%	0%	-1%	-6%	2%	15%	-9%	-9%	-10%	-1%
32	CC(=O)Nc1ccc(C(=O)NNS(=O)(=O)c2ccc(C)cc2)cc1	-19%	0%	0%	-1%	-4%	3%	-2%	0%	-8%	0%	-2%

6 successive compounds already listed, for reference:
item	molecule	Rab9 prom act	MLL CXXC-DNA inh	ELG1 genotoxic	NPC1 prom act	BRCA1 expr act	uPA surface inh	Gal4-VP16 FLuc	RORgamma inh	MBNL1 CUG block	p53 reactivator	FLuc modulator
18	CCN1CCN(c2nc(Nc3cccc(F)c3)nc(N)c2[N+](=O)[O-])CC1	-12%	0%	3%	-3%	-2%	-8%	-8%	25%	nt	-4%	-2%
19	Cc1cc(NC(=O)CSc2c(C)[nH]c3ccccc23)no1	-9%	-1%	18%	0%	-7%	0%	8%	?	0%	-6%	-2%
20	CCOC(=O)c1ccc(NC(=O)CN(C)S(=O)(=O)c2ccc(Br)s2)cc1	-8%	0%	0%	1%	-1%	2%	-5%	?	8%	-5%	?
21	CC(=O)Nc1ccc(C2(c3ccc(NC(C)=O)cc3)C(=O)Nc3ccccc32)cc1	-8%	4%	1%	-10%	1%	2%	-4%	3%	-4%	-2%	5%
22	COc1ccc(NC(=O)CO/N=C2\CCCc3nonc32)cc1	-5%	5%	1%	1%	-28%	2%	-8%	19%	-12%	2%	0%
23	CCOc1ccc(S(=O)(=O)N2CCCCC2)cc1NC(=O)C1CCC1	-5%	nt	0%	1%	-9%	-4%	nt	nt	nt	-5%	-3%

An excerpt; the hit share may differ from the screen's.
